TWEAK Fn14 block: inhibitors of TWEAK-Fn14 signaling, primary screen, luciferase reporter cells, uHTS; 360,000 compounds, 2% hits; inhibition, % at 10 µM; TWEAK-stimulated Fn14 reporter cells, luciferase luminescence, 8 h; AID 1159606, 2016; in the data active = inhibition above about 50%
Peg3 promoter: Peg3 promoter-driven luciferase inhibitors, primary screen, cell-based, HeLa, luciferase luminescence; HeLa PEG-Prom luciferase reporter, overnight; inhibition, % at 20 µM; 360,000 compounds, 1.7% hits;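 active = inhibition of at least 50% at 20 µM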
CF NFkB block: inhibitors of PAF-induced NF-kB signaling, primary screen, cell-based, GFP fluorescence, uHTS; KKLEB NF-kB-GFP reporter, GFP fluorescence overnight; inhibition, % at 5 µM; 360,000 compounds, 0.86% hits;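 active = at least 50% inhibition at 5 µM, scaled per plate between neutral and stimulator controls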;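 note: PAF is a Pseudomonas aeruginosa culture filtrate used as stimulus; plate controls were PAF-stimulated DMSO wells for no effect and unstimulated DMSO wells for full effect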
Shn3 inh set2: reduction of Shn3 3'UTR firefly luciferase signal, primary screen, Schnurri-3 inhibitor project, cell-based, Clone20 osteoblasts, set 2; Clone20 osteoblast Shn3 3'UTR firefly luciferase, 24 h; inhibition, % at 12.5 µM; 360,000 compounds, 0.52% hits;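 active = mean inhibition of at least 75% with every replicate also reaching 75%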;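 note: 0% = median of neutral control wells and 100% = pilot-screen positive control compound; some compounds past the cut are filed as inactive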
NR2E3 ag-1: NR2E3 agonists in two-hybrid cells, primary screen, cell-based, luminescence, CHO-S, Gal4-NCOR/VP16-NR2E3. Photoreceptor-specific nuclear receptor (Homo sapiens), Q9Y5X4. luciferase. inhibition of corepressor binding, % at 3.98 µM. 360,000 compounds, 0.35% hits. AID 602229, 2012;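 active = inhibition above the mean of all tested compounds plus 3 SD, cut at about 70% in these data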;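 note: 0% = DMSO with NR2E3 transfected cells and 100% = cells lacking NR2E3 construct; higher means lower luciferase signal from less NR2E3 corepressor binding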
Target sequence (Q9Y5X4 whole entry, looked up, the tested form may be a part): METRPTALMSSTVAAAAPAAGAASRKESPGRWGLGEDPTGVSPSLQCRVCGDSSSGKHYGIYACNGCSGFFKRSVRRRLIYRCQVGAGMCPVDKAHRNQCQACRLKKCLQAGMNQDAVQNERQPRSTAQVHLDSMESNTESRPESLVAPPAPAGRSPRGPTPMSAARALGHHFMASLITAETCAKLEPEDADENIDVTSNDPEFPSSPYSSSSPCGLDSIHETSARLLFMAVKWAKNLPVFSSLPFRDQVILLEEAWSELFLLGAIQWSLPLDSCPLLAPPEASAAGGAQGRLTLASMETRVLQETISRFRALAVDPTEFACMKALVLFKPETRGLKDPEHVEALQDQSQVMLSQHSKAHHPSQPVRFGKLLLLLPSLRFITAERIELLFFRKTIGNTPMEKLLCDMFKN
KKLEB cytotox: cytotoxicity in KKLEB CF airway cells, primary screen, cytotoxicity control for CF NF-kB inhibitor project, cell-based, uHTS, fluorescence assay plates. KKLEB CF airway cells viability, ATPlite luminescence, overnight; hits give low values; cells stimulated with P. aeruginosa culture filtrate. activity change (cytotoxicity), % at 5 µM. 360,000 compounds, 0.36% hits;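 active = corrected activity change at or below -50% at 5 µM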
TRPM1 prom inh: inhibitors of MITF-dependent TRPM1 promoter reporter, primary screen, cell-based, SK-MEL-5, single point, luciferase. AID 488899, 2010. SK-MEL-5 TRPM1 promoter luciferase, 24 h. 330,000 compounds, 0.83% hits. inhibition, % at 12.5 µM;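 active = mean inhibition across replicates of 60% or more, whatever share of single replicates reaches that level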; note: values of inactives mirror those of a sister screen read the other way
aDG glyco act: activators of alpha-DG glycosylation, primary screen, uHTS, Pro5-aDG cells, AlphaScreen | alpha-DG glycosylation AlphaScreen (IIH6); 0% Pro5, 100% B10-LARGE cell signal | activation, % at 10 µM | 360,000 compounds, 0.22% hits;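 active = activation of at least 8% versus controls, or a plate z-score of at least 8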;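 note: Pro5 are CHO cells carrying HIG-tagged alpha-DG that lacks glycosylation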
hiPSC survival: enhancers of single-cell hiPSC survival, primary screen, ATPlite luminescence; AID 602274, 2012; 360,000 compounds, 0.044% hits; 100% = ROCK inhibitor wells, 0% = DMSO; survival enhancement, % at 20 µM; in the data active = survival enhancement above about 18%;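 note: cells exposed to compounds for 16 hours before the ATP read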
NR2E3 ag-2: inhibitors of NR2E3-RetCOR corepressor binding, primary screen, NR2E3 agonist project, biochemical, TR-FRET, GST-NR2E3, biotin-RetCOR | Photoreceptor-specific nuclear receptor (Homo sapiens), Q9Y5X4 | 1536-well | inhibition of corepressor binding, % at 4.78 µM | 320,000 compounds, 0.12% hits | AID 2300, 2010;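 active = percent inhibition above the cutoff of mean plus 3 SD of all tested compounds, set per screening campaign, cut at about 20% in these data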;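 note: 0% = DMSO wells and 100% = biotin wells as full block of FRET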
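Material: NR2E3–RetCOR corepressor complex / Incubation: Compound–protein incubation for 5 h at 4 °C / Dosing: compound at 4.8 µM, single dose / Detection: time-resolved FRET / Benchmarks: high control biotin, low control 0.6% DMSO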
HIF-2a block: HIF-2a reporter inhibitors, primary screen, luminescence, 786-0 RCC cells; 786-0 RCC cells HIF-2a reporter, luciferase luminescence, overnight; inhibition, % at 18.8 µM; 360,000 compounds, 0.72% hits;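 active = inhibition of the luminescence signal of 40% or more relative to plate controls, in a single-dose primary screen at 18.75 µM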
Numbers without * were called inactive; . = not tested or not shown.

SMILES	TWEAK Fn14 block	Peg3 promoter	CF NFkB block	Shn3 inh set2	NR2E3 ag-1	KKLEB cytotox	TRPM1 prom inh	aDG glyco act	hiPSC survival	NR2E3 ag-2	HIF-2a block
CC(=O)n1cc(Nc2ccccc2C(=O)O)c2ccccc21	13	16	0	-2	-8	5	23	-0.3	-0.7	0	14
CC(C)(C)NC(=O)C(=O)NNC(=O)c1ccco1	5	1	-6	1	-5	2	-9	-0.6	4.9	2	5
O=C(OCC(=O)N1CCc2ccccc21)c1ccc[n+]([O-])c1	14	-18	-5	1	-2	1	12	0.0	-1.1	-10	4
Cc1nnc(N/N=C/c2ccccn2)[nH]c1=O	-8	62*	19	91*	-4	-3	80*	0.3	-0.7	5	3
CCOc1ccccc1NC(C)C(=O)Nc1cc(C(F)(F)F)ccc1N1CCOCC1 (centres undefined)	-3	20	4	13	26	-1	7	-0.2	1.5	0	21
COc1ccc(N(C(=O)c2ccco2)C(C(=O)NC2CCCCC2)c2cccs2)cc1OC (centres undefined)	77*	11	0	-3	2	-9	2	0.1	1.3	3	13
COc1ccc(COc2ccc(S(=O)(=O)N3CCCC3)cc2C(N)=O)cc1F	-9	17	15	-5	-17	-29	5	0.0	-0.2	-1	19
CCOC(=O)c1c(C)n(C)c2ccc(OC)c(NC(=O)CN3CCSCC3)c12	8	77*	-5	19	4	7	3	-0.3	1.8	-3	-7
C=CCNC(=O)C(=O)c1cccn1-c1ccsc1C(=O)OC	-2	3	-2	5	-19	2	3	-0.1	0.1	-2	9
COC(=O)c1ccc(COc2ccc(C)cc2[N+](=O)[O-])o1	-34	-193	16	-77	-13	6	-69	0.1	-0.7	-1	-151
CCCCNC(=O)C1c2ccccc2C(=O)N(c2ccc(OC)cc2)C1c1ccc(OC)cc1 (centres undefined)	3	3	-2	-3	-2	-2	8	-0.4	-1.8	0	10
Nc1nc2ncccc2cc1C(=O)NCCc1cccs1	21	.	.	.	-13	.	.	0.5	-1.2	.	-143
COc1cccc(N2CCN(C(C)C(=O)NC34CC5CC(CC(C5)C3)C4)CC2)c1 (centres undefined)	90*	13	2	19	-2	-17	2	0.0	1.1	1	8
CCOC(=O)c1c(C)[nH]c(C)c1S(=O)(=O)NCC1CCN(Cc2cccc(F)c2)CC1	-12	7	-6	-21	-2	-1	-17	-0.3	1.4	1	-4
Cc1ccccc1NC(=O)C1c2cccc[n+]2CC(=O)N1Cc1ccc2c(c1)OCO2 (centres undefined)	-3	-11	-8	-2	-7	18	6	-0.1	1.0	-2	0
O=C(Cc1ccccc1)NCc1cccnc1	-2	10	-6	-7	-22	2	7	0.1	-0.5	0	5
CC1=NN(c2ccc(C(=O)O)cc2)C(=O)/C1=C\c1ccc(OC(=O)c2cccs2)cc1	13	9	-13	10	-32	-3	-6	-0.3	2.6	12	7
CCOC(=O)N1CCN(C(=O)c2cnc(Nc3ccccc3OC)c3ccccc23)CC1	19	29	-3	0	-29	5	3	-0.5	-1.3	5	24
CCCN1CCN(CCCNC(=O)c2ccccc2NC(=O)C2=C(C)OCCS2)CC1	4	-1	-10	-1	3	-6	-19	0.0	0.1	1	7
Cc1cc(C(F)(F)F)nc(-n2cc(-c3ccccc3)nn2)n1	-1	-52	-1	-22	11	-6	-1	0.4	-0.7	4	-102
O=C(Cc1ccccc1)NN1C(=O)C2C3C=CC([C@@H]2C1=O)C31CC1 (some centres undefined)	25	-9	1	9	5	7	1	0.1	4.9	1	8
CC(/C=N/NC(=O)CSc1n[nH]c(=O)[nH]c1=O)=C\c1ccccc1	-2	7	6	0	3	-1	2	0.1	1.1	-6	14
O=C(CN1CSCC1=O)N1CCN(S(=O)(=O)c2ccc(Cl)cc2)CC1	-5	-10	-12	-10	30	-6	6	0.5	0.3	1	5
CS(=O)(=O)N(CC(=O)N1CCCCCC1)c1ccc(Br)cc1	13	4	9	22	-2	-24	-5	-0.1	0.0	3	19
Cc1ccc(CNC(=O)c2ccc3c(=O)[nH]c4c(C(=O)NCC5CCCO5)sc(=S)n4c3c2)cc1 (centres undefined)	9	8	22	-25	-15	-19	0	-0.3	0.1	1	10
Cc1nn(C)c(C)c1CNC(=O)c1cnn2c1NC(c1ccccc1)CC2C(F)(F)F (centres undefined)	-22	15	24	20	-3	-3	9	0.1	-0.6	3	7
CCCCN(CCCC)C(=O)c1sc2nc(N3CCOCC3)c3c(c2c1N)CCCC3	-14	16	27	.	-35	-13	.	-0.1	0.0	1	8
COc1cc(/C=C/C(=O)OCC(=O)NCc2cccs2)ccc1OCC#N	5	12	15	-1	-24	-4	4	0.2	0.4	10	10
CCN(CC)CCCCCOc1ccccc1OC	18	2	13	-2	-18	-4	1	0.1	0.1	-1	-11
COc1ccc(C2C=C(c3ccccc3)Nc3nnnn32)cc1 (centres undefined)	6	-277	-24	-14	-24	16	-73	0.2	-2.5	0	-97
C=CCn1c(=O)/c(=C/c2ccsc2)s/c1=C(\C#N)C(=O)NCCN1CCOCC1	16	21	23	20	6	-16	-1	-0.2	-0.2	.	-9
COc1ccc(NCCC#N)cc1	7	12	-5	14	13	0	-5	0.0	1.8	0	11
Cc1cc(NC(=O)CCC(=O)N(CC(=O)NCC2CCCO2)Cc2ccc(F)cc2)no1 (centres undefined)	6	-11	-2	-6	-17	-19	-3	0.0	-2.7	2	-1
CCC(=Nc1ccccc1OC)C1=C(O)CC(c2ccccc2)CC1=O (centres undefined)	8	20	-2	-8	-16	-4	5	0.0	-2.5	0	15
COc1ccc(NC(=O)Nc2cccc3cccnc23)cc1	17	-204	-19	-12	-92	2	-43	-0.1	-2.2	1	-293
C=CC1(C)CN(Cc2ccco2)S(=O)(=O)c2c(F)cccc2O1 (centres undefined)	7	11	10	-10	-1	2	-1	-0.2	0.6	.	2
CNC(=O)CN(c1cc([N+](=O)[O-])ccc1OC)S(C)(=O)=O	-1	-2	-8	-5	-29	6	-12	-0.3	1.8	-1	12
COc1ccc(-c2nc3c(-c4ccc(Cl)cc4)cnn3cc2C)cc1F	-21	0	8	18	-42	-13	4	0.3	0.6	1	4
CC(C)(C)NC(=O)C(c1ccncc1)N(Cc1cccs1)C(=O)Cn1nnc(-c2cccs2)n1 (centres undefined)	4	63*	5	4	-11	-4	13	0.2	-3.2	1	20
Cc1cc(Nc2c(C)n(C)n(-c3ccccc3)c2=O)c2ccccc2n1	6	7	11	20	-3	-6	6	0.0	4.8	-3	11
COc1ccc(OC)c(/C=C2\SC(N3CCCC(C)C3)=NC2=O)c1 (centres undefined)	-23	3	12	-7	2	-13	10	-0.1	-0.2	-1	-20
O=C(NNC(=S)Nc1ccccc1)C1CCCCC1	-6	-65	-10	-41	-15	0	1	-0.1	3.5	-5	-249
COc1ccc(C(=O)C2CCCN(Cc3ccc(C#CCCO)cc3)C2)cc1F (centres undefined)	-1	4	24	19	0	-9	5	1.5	0.9	-2	12
C/C(=N\NC(=O)C1(C)CC1(Br)Br)c1ccc([N+](=O)[O-])cc1 (centres undefined)	-8	19	-24	-10	-6	-14	2	-0.6	-1.0	3	28
O=C(CSc1nccc(=O)[nH]1)Nc1ccc(F)c([N+](=O)[O-])c1	2	1	3	18	-16	0	-14	-0.2	0.8	-3	-2
CC(N)=Nc1ccc([N+](=O)[O-])cc1	12	16	15	17	-16	1	-10	-0.1	-0.5	-3	12
Cc1ccc(NC(=O)Cn2c(=O)n(CCC(=O)NC3CCN(Cc4ccccc4)CC3)c(=O)c3ccccc32)cc1	9	6	-15	-11	14	6	-6	0.0	-0.7	2	17
O=C(Cc1ccccc1)Nc1cccnc1	-9	1	2	-20	-4	-4	8	0.8	-1.1	0	1
CCOc1ccc(S(=O)(=O)Nc2cccc(C(=O)NCCCN3CCOCC3)c2)cc1	13	-1	-20	-1	0	19	7	-0.1	1.2	4	21
CCCC(=O)OCC(=O)Nc1ccc([N+](=O)[O-])cc1C#N	-8	22	25	-17	-11	2	12	-0.1	-0.4	2	5
CCN(C[C@H]1N[C@@](C)(C(=O)OC)[C@H]2C(=O)N(Cc3ccccc3)C(=O)[C@@H]12)S(=O)(=O)c1ccc(C(C)(C)C)cc1	8	9	20	13	-23	6	-6	-0.3	-0.2	.	-11
Cc1cc(C)n(CNc2nc(C(F)(F)F)cs2)n1	-4	9	7	3	-25	-4	-1	0.0	4.0	3	1
O=C(COC(=O)c1ccc(Br)cc1)Nc1cccnc1Cl	-7	-2	2	-49	-10	-18	6	-0.1	-0.2	-1	7
CCOC(=O)/C(C#N)=C\c1ccc(OCC(=O)Nc2ccc(C)cc2C)c(OC)c1	-24	2	8	4	3	-4	5	0.2	-2.2	3	19
Cc1cc(NC(=O)Nc2cccs2)no1	9	-46	-14	-26	-14	8	-9	0.2	2.5	4	-46
O=C1C(=O)N(c2nccs2)C(c2ccccc2F)/C1=C(\O)c1ccc2c(c1)OCCO2 (centres undefined)	37	-38	23	8	93*	1	15	-0.1	-0.4	12	-49
NS(=O)(=O)c1ccc(-c2ccc(C=C3C(=O)c4ccccc4C3=O)o2)cc1	7	4	-4	-11	18	-4	10	0.0	-2.2	4	9

Given in markdown: 5 of the compounds above.
| compound | TWEAK Fn14 block | Peg3 promoter | CF NFkB block | Shn3 inh set2 | NR2E3 ag-1 | KKLEB cytotox | TRPM1 prom inh | aDG glyco act | hiPSC survival | NR2E3 ag-2 | HIF-2a block |
| --- | --- | --- | --- | --- | --- | --- | --- | --- | --- | --- | --- |
| CCOc1ccc(S(=O)(=O)Nc2cccc(C(=O)NCCCN3CCOCC3)c2)cc1 | 13 | -1 | -20 | -1 | 0 | 19 | 7 | -0.1 | 1.2 | 4 | 21 |
| CCCC(=O)OCC(=O)Nc1ccc([N+](=O)[O-])cc1C#N | -8 | 22 | 25 | -17 | -11 | 2 | 12 | -0.1 | -0.4 | 2 | 5 |
| CCN(C[C@H]1N[C@@](C)(C(=O)OC)[C@H]2C(=O)N(Cc3ccccc3)C(=O)[C@@H]12)S(=O)(=O)c1ccc(C(C)(C)C)cc1 | 8 | 9 | 20 | 13 | -23 | 6 | -6 | -0.3 | -0.2 | . | -11 |
| Cc1cc(C)n(CNc2nc(C(F)(F)F)cs2)n1 | -4 | 9 | 7 | 3 | -25 | -4 | -1 | 0.0 | 4.0 | 3 | 1 |
| O=C(COC(=O)c1ccc(Br)cc1)Nc1cccnc1Cl | -7 | -2 | 2 | -49 | -10 | -18 | 6 | -0.1 | -0.2 | -1 | 7 |

Screens from PubChem BioAssay.

Compounds as they come; 4.4% or so of the library scored in one or more.
